High-throughput results deposited in PubChem by several laboratories.
FLuc inhib CS: Photinus pyralis luciferase inhibition counter-screen. P08659. ATPLite firefly luciferase biochemical luminescence, 10 min. inhibition, % at 10 µM. 200,000 tested, 1.5% active. AID 1006;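 active means inhibition above about 50% when tested at 10 µM, limit read from the data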
Target sequence (P08659 whole entry, looked up): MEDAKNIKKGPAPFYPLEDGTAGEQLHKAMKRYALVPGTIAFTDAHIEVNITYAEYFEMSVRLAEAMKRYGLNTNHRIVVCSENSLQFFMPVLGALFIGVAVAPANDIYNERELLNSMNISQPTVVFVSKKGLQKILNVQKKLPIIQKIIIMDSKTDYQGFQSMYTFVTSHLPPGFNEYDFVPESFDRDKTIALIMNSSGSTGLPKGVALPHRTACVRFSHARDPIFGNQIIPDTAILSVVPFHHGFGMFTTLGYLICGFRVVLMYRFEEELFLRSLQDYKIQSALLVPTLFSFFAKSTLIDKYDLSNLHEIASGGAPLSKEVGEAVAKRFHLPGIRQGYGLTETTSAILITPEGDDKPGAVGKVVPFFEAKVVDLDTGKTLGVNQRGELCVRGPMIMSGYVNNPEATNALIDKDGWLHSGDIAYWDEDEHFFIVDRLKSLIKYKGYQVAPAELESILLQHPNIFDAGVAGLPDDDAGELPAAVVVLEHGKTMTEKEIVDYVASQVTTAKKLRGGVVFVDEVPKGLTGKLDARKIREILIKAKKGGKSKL
ROMK primary: modulates human ROMK potassium channel activity; Tet-inducible ROMK, thallium flux fluorescence; actives lie on both sides; B-score at 10 µM; P48048; 130,000 tested, 2% active; AID 1918;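 active means signal ratio slope over the read window, or its plate-corrected B-score, at least 3 SD from the plate mean, either direction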;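 further: B-score of the F/F0 ratio slope over 7 to 12 s after thallium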
Target sequence (P48048 whole entry, looked up): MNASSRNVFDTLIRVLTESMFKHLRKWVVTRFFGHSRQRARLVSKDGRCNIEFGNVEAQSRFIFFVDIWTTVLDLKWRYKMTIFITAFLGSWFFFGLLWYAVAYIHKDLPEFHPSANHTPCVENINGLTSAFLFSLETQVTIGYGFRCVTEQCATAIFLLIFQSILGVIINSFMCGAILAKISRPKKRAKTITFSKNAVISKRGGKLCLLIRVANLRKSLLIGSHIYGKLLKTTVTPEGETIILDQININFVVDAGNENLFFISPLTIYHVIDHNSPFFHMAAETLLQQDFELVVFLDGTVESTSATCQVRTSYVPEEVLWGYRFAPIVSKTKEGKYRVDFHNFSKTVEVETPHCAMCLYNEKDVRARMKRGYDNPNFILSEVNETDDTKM
STAT1 inh: inhibitors of IFN-gamma induced STAT1 signaling; NIH 3T3 STAT1-luciferase reporter, luminescence; 200,000 tested, 0.35% active; inhibition, % at 5.5 µM; AID 920;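 active means inhibition above a set limit, the mean inhibition across all tested compounds plus 3 SD, cut at about 34% in these data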;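 further: 0% = IFN-gamma with DMSO and 100% = IFN-gamma with 300 µM nifuroxazide; values of inactives mirror those of a sister screen read the other way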
APP 5'UTR act: activates APP 5'UTR luciferase reporter; SH-SY5Y APP 5'UTR luciferase reporter, luminescence; zero percent = DMSO vehicle wells; activation, % at 2 µM; 190,000 tested, 1% active; AID 1276;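 active means activation above a set limit, based on mean plus 3 SD of controls, cut at about 140% in these data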; further: values of inactives mirror those of a sister screen read the other way
STAT3 blocker: STAT3 signaling inhibition; AID 862; inhibition, % at 5.5 µM; U3A cells, IL-6 STAT3-luciferase reporter, luminescence; host cell line lacks STAT1; 190,000 tested, 0.89% active;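 active means inhibition above the mean inhibition across all screened compounds plus 3 SD, cut at about 44% in these data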;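 further: 0% = DMSO only wells and 100% = 100 µM nifuroxazide control wells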
STAT3 act: increases IL-6 driven STAT3 reporter signal; activation (% of control), % at 5.6 µM; U3A cells, IL-6 STAT3-luciferase reporter, luminescence; 100% = signal with IL-6 EC80 alone; 190,000 tested, 0.91% active; AID 871;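 active means activation above the screen-wide mean of compound activation plus 3 SD, cut at about 130% in these data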;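 further: 0% = background luminescence of wells with medium and substrate only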
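Test system: STAT3-luciferase reporter U3A cells; Detection: reporter luminescence signal; Times: 1 h compound pre-exposure, 6 h IL-6 stimulation, 37 °C; Benchmarks: IL-6-only high control; Also added: IL-6 stimulus at 33 ng/mL final.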
NF-kB neuron act: raises NF-kB expression in human neuronal cells | 190,000 tested, 1.6% active | fold change at 12.5 µM | NF-kB reporter expression; hits give high values; in the data active means fold change above about 3.3
APP transl inh: APP translation inhibition | SH-SY5Y APP 5'UTR-luciferase reporter, luminescence | inhibition, % at 2 µM | 190,000 tested, 0.82% active;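 active means inhibition above a set limit, derived from the sample mean plus 3 SD, cut at about 45% in these data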; further: values of inactives mirror those of a sister screen read the other way
STAT1 act: activators of IFN-gamma induced STAT1 signaling; 200,000 tested, 2.6% active; NIH 3T3 STAT1-luciferase reporter, luminescence; 100% = IFN-gamma alone, no compound; activation (% of control), % at 5.5 µM;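 active means activation above the screen-wide mean activation plus 3 SD, cut at about 130% in these data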;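 further: raw ratio to IFN-gamma control signal so 100% means no change and 0% no light; values of inactives mirror those of a sister screen read the other way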
FLuc act counter: firefly luciferase counter-screen for stimulation assays. P08659. ATPlite luciferase biochemical, luminescence, 10 min; 0 = ATP-free wells, 1 = DMSO control. activation factor at 10 µM. 200,000 tested, under 10 active;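 active means luciferase activation factor, scaled between plate controls, of at least 2 with compound at 10 µM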
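Assay system – cell-free luciferase reagent · Medium – PBS-based ATP solution · Dosing – test compounds dosed from 2 mM stocks in 100% DMSO · Timing – 10 min, room temperature · Technique – light output (luminescence) · Measure – luminescence gain marking luciferase activators · Controls – No-ATP low control, compound-free enzyme-plus-ATP high control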
Numbers without * were called inactive; . = no result given.

No.	canonical_smiles	STAT1 act	ROMK primary	STAT3 act	APP transl inh	STAT3 blocker	NF-kB neuron act	FLuc inhib CS	STAT1 inh	APP 5'UTR act	FLuc act counter
1	Cn1ccnc1SCC(=O)c1ccc([N+](=O)[O-])cc1	101	0.7	102	5	6	1.1	-7	-3	-5	1.1
2	CC(=O)c1ccc(N2C(=O)NC3(CCCCC3)C2=O)cc1	100	.	86	-8	23	1.2	1	1	8	1
3	CCC(COC(=O)Nc1ccccc1)NC(=O)OC(C)C (configuration not stated)	105	-0.022	104	-11	1	1.6	4	-6	11	1
4	CC(Cc1cccs1)NC(=O)Nc1ccc(Cl)c(Cl)c1 (configuration not stated)	118	-2.1	111	-37	-17	1.6	-1	-20	37	1
5	Clc1ccc(Cc2ccccc2)nn1	102	.	108	8	-3	1.1	-5	-2	-9	1.1
6	O=C(NC1CCCCCC1)C1CCN(S(=O)(=O)c2cccc3cccnc23)CC1	98	.	108	-10	-4	0.97	-4	2	9	1
7	CCCNC(=O)Cc1c(O)c2ccccc2[nH]c1=O	96	0.72	103	-6	1	1.1	-4	4	6	1
8	O=C(Nc1ccc2c(c1)OCCO2)c1ccc(Br)c(S(=O)(=O)N2CCOCC2)c1	91	-1.6	71	-7	39	0.44	2	9	7	1

Three of the compounds above, screen by screen:
4. CC(Cc1cccs1)NC(=O)Nc1ccc(Cl)c(Cl)c1 (configuration not stated)
5. Clc1ccc(Cc2ccccc2)nn1
1. Cn1ccnc1SCC(=O)c1ccc([N+](=O)[O-])cc1

screen / no. | 4 | 5 | 1
STAT1 act | 118 | 102 | 101
ROMK primary | -2.1 | . | 0.7
STAT3 act | 111 | 108 | 102
APP transl inh | -37 | 8 | 5
STAT3 blocker | -17 | -3 | 6
NF-kB neuron act | 1.6 | 1.1 | 1.1
FLuc inhib CS | -1 | -5 | -7
STAT1 inh | -20 | -2 | -3
APP 5'UTR act | 37 | -9 | -5
FLuc act counter | 1 | 1.1 | 1.1

Additional structures:
No.	canonical_smiles	STAT1 act	ROMK primary	STAT3 act	APP transl inh	STAT3 blocker	NF-kB neuron act	FLuc inhib CS	STAT1 inh	APP 5'UTR act	FLuc act counter
9	CCCCC(=O)Nc1ccc(NC(=O)c2ccccc2OC)cn1	101	.	84	-6	23	1	-1	-1	6	1
10	Cc1ccc(-n2c(C)nc3c(cnn3-c3ccccc3Cl)c2=O)cc1C	90	-0.36	92	-2	15	0.58	-11	11	2	1.1
11	CC(SC(=S)N1CCOCC1)C(=O)O (configuration not stated)	106	0.34	102	5	3	1.2	-8	-6	-5	1.1
12	CC(C)Nc1nc(NC(C)C)nc(N(C#N)C(C)C(=O)N(C)C)n1 (configuration not stated)	87	0.55	103	-5	-2	1.2	-8	12	5	1.1
13	CCOC(=O)N1CCN(C(=S)NC(=O)c2cc(Br)ccc2Cl)CC1	58	-0.33	96	-16	7	0.95	-6	44*	16	1.1
14	Cc1nnc(SCC(=O)N(C)Cc2ccccc2)[nH]c1=O	106	-0.09	106	0	-5	0.93	-8	-7	0	1.1
15	CC(=O)c1ccc(S(=O)(=O)Nc2ccc(C(=O)NCC(c3ccccc3)N(C)C)cc2)cc1 (configuration not stated)	105	0.4	109	2	-10	1.1	0	-5	-2	1
16	CC1Cc2cc(C3(O)C(=O)c4ccccc4C3=O)ccc2N1 (configuration not stated)	100	.	107	-7	-4	1.2	0	0	7	1
17	CC(=O)Nc1ccc(C(=O)CSc2nnc(Cc3ccccc3)o2)cc1	102	1	100	14	0	0.89	3	0	-14	1
18	O=C(O)CSc1c(-c2ccccc2)[nH]c2ccccc12	101	.	105	-11	-3	1.1	0	-1	11	1
19	O=C(Nc1ccc(OCc2ccccc2)cc1)c1cccnc1	103	0.012	95	-13	6	1.5	1	-4	13	1
20	N#Cc1nc(COc2ccc(F)cc2)oc1NCCN1CCOCC1	100	0.0022	97	-2	10	1.1	-6	0	2	1.1
21	Cc1ccc(NC(=O)CSCc2n[nH]c(=O)[nH]2)c(Br)c1	101	0.52	98	2	8	1.1	-2	-3	-2	1
22	COc1ccccc1C(=O)NCCc1c(C)[nH]c2c(C)ccc(F)c12	101	-0.92	85	8	22	1.3	-4	-3	-8	1
23	COc1ccc(N(CC(=O)N2CCN(c3ccc(F)cc3)CC2)S(=O)(=O)c2c(C)n[nH]c2C)cc1	87	0.068	99	5	9	1	-5	14	-5	1.1
24	O=C(Nc1ccc(N2CCOCC2)c(C(=O)O)c1)c1ccco1	105	0.28	103	12	-5	0.81	-5	-6	-12	1
25	COc1ccc(-c2nc(C#N)c(N3CC(C)OC(C)C3)o2)cc1OC (configuration not stated)	99	.	96	-18	10	1.1	-5	1	18	1
26	CCNC(=O)c1ccccc1CCc1ccccc1	96	0.45	99	-18	10	1.2	-6	5	18	1.1
27	O=C(NCC1CCCO1)C(c1cccs1)N(Cc1cccs1)C(=O)Cn1nnc(-c2cccs2)n1 (configuration not stated)	100	-1.8	98	22	6	0.48	-3	0	-22	1
28	CCS(=O)(=O)N1CCC(C(=O)NCc2ccc(OC)cc2)CC1	104	1.1	102	-11	5	1.1	-1	-5	11	1
29	CCC(c1nnnn1CCOC)N1CCN(c2cccc(C(F)(F)F)c2)CC1 (configuration not stated)	100	.	99	1	4	0.97	-6	0	-1	1.1
30	Cn1cnc([N+](=O)[O-])c1Nc1ccc(O)cc1	97	.	101	-15	0	1.2	-7	3	15	1.1
31	O=C(c1ccc2ccccc2n1)N1CCN(c2ccccc2Cl)CC1	116	-0.31	135*	-27	-32	2	6	-17	27	0.9
32	COc1cc(Cl)cc(C2NC(=O)NC(C)=C2C(C)=O)c1OCC(=O)O (configuration not stated)	100	0.58	102	1	-2	0.87	2	0	-1	1
33	CC(NCCC(c1ccccc1)c1ccccc1)c1ccccc1 (configuration not stated)	115	-6.2*	106	-11	-4	1.2	-3	-16	11	1
34	CCOC(=O)c1ccccc1NC1c2ccccc2C(=O)N1c1cc(C)ccn1 (configuration not stated)	98	.	104	3	0	0.97	-5	3	-3	1.1
35	Cc1nn(C)c(C)c1NC(=O)Nc1ccc(Cl)c(Cl)c1	101	-2.2	98	-1	10	1	-4	-1	1	1
36	COC(=O)Nc1ccc(S(=O)(=O)Nc2ncccn2)cc1	97	0.84	97	-11	7	1.2	-2	1	11	1
37	CCC(=O)Nc1sc2c(c1C(=O)N(C)C)CCCCC2	103	0.19	106	8	-6	1.1	-4	-4	-8	1
38	CCCCOC(=O)Nc1nc(CC(=O)OCC)cs1	98	0.35	99	2	1	1.2	-4	2	-2	1
39	Cc1ccc(N=c2ssnc2Cl)cc1	102	.	94	0	11	1.2	1	-3	0	1
40	COc1ccc(-n2nnnc2/C=C\Nc2ccccc2C(=O)c2ccccc2)cc1	96	.	88	38	24	1.3	0	4	-38	1
41	CC(=O)NCC1=C(NC(C)=O)C2CC1C(C)(C)C2C (configuration not stated)	103	.	100	3	4	1.1	-3	-3	-3	1
42	O=C(COC(=O)c1ccc2c(c1)OCO2)Nc1ncc(Cl)cc1Cl	100	-0.7	102	-30	1	1.1	-9	0	30	1.1
43	COc1ccc(-n2c(=O)[nH]cc(C(=O)Nc3ccccc3)c2=O)cc1	88	.	104	12	0	0.88	-6	13	-12	1.1
44	COc1ccc(S(=O)(=O)N2CCC[C@H]2C(=O)NC2=NCCS2)cc1	93	.	96	5	9	1.2	-6	8	-5	1.1
45	COc1cc(OC)c(-n2cc(-c3ccc(Cl)cc3)[nH]c2=O)cc1Cl	101	.	100	7	3	1.1	-2	-1	-7	1
46	CCN(C(=O)c1ccco1)c1nnc(-c2ccc(OC)cc2)s1	104	0.0019	79	-3	29	3.6*	85*	-4	3	0.1
47	O=C(CCc1ccccc1)NNC(=O)c1ccc(Br)cc1	101	0.65	99	6	5	1.1	-1	-3	-6	1
48	COc1ccc(NC(=O)NCCc2ccc(Cl)cc2)cc1OC	93	-0.44	117	7	-6	1.3	-3	7	-7	1
49	CC1(C)CC(=O)c2sc(N)nc2C1	106	0.11	112	3	-10	1.4	-3	-6	-3	1
50	C=CCNC(=O)C1=NOC(CNC(=O)c2c(-c3ccccc3Cl)noc2C)C1 (configuration not stated)	98	.	93	8	15	1	5	2	-8	1
51	COc1ccc(C(=O)Nc2ccc3nc(C)sc3c2)cc1OC	118	-0.51	99	-27	3	0.97	14	-20	27	0.9
52	COc1ccccc1-c1nnc(SCC(=O)OC(C)C)o1	106	0.46	109	0	-8	1.2	4	-8	0	1
53	CCCN(CCC)S(=O)(=O)c1ccc(C(=O)OCCN2C(=O)c3cccc4c(N5CCOCC5)ccc(c34)C2=O)cc1	103	.	103	2	5	0.72	-4	-3	-2	1
54	O=C(c1cccc(Cl)c1)N1CCN(C(=O)c2ccco2)CC1	102	.	102	0	7	0.99	-4	-2	0	1
55	Cc1nc2ccccc2c(=O)n1NC(=O)c1ccc([N+](=O)[O-])cc1Cl	100	0.89	94	-4	12	1.2	-6	-1	4	1.1
56	CC1(C)C(=O)C2(CCCC2)C(=O)OC1c1ccco1 (configuration not stated)	100	.	104	-23	-2	1.2	-1	0	23	1
57	COc1ccc(/C=N/NC(=O)c2cc(C)n(-c3ccccc3)c2C)cc1OC	103	.	104	4	-3	1.4	25	-5	-4	0.8
